RSV CPE inhibition = inhibition of RSV-induced cytopathic effect – HEp-2 cells, primary 10 µM value included (AID 2391) | HEp-2 cells, RSV-induced CPE inhibition; higher % means a stronger effect | hit rate 0.13% among 310,000 | CPE inhibition, % at 10 µM, or IC50 in µM where a hit was titrated; in the data active = a potency from the dose series; inconclusive = CPE inhibition mostly from about 23% at the one dose, without a potency; inactive = the rest, 99 in 100 with CPE inhibition below about 21%; also: strong numbers were not always called active
West Nile virus CPE = West Nile virus antiviral activity, cell-based, CPE readout (AID 1621); hit rate 0.02% among 290,000; West Nile virus-infected cells, CPE inhibition; higher % means a stronger effect; CPE inhibition, % at 10 µM, or IC50 in µM where a hit was titrated; in the data active = a potency from the dose series; inconclusive = CPE inhibition mostly from about 3.7% at the one dose, without a potency; inactive = the rest, 99 in 100 with CPE inhibition below about 2.2%; also: strong numbers were not always called active
P. falciparum M1AAP = malaria alanyl aminopeptidase activity blockers – biochemical, fluorogenic H-Leu-NHMec substrate, 1536-well (AID 1445) | recombinant M1AAP, H-Leu-NHMec fluorogenic kinetic assay; higher % means a stronger effect | inhibition, % at 30 µM; hits with a dose series show IC50 in µM | hit rate 0.42% among 220,000;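 active = primary inhibition above the hit cutoff, then over 50% inhibition at one or more dose response concentrations, cut at about 23% in these data, passing the limit was not always enough; inconclusive = conflicting primary data, or primary hits not chosen for dose response; inactive = low primary inhibition, or under 50% at every dose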;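 also: plate controls were DMSO full reaction for no effect and no enzyme background for full effect; strong numbers were not always called active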
M17LAP inhibition = P. falciparum M17LAP inhibitors, primary screen, biochemical, fluorogenic H-Leu-NHMec substrate, 1536-well (AID 1619). recombinant M17LAP, H-Leu-NHMec fluorogenic kinetic assay; higher % means a stronger effect. inhibition, % at 30 µM; hits with a dose series show IC50 in µM. hit rate 0.38% among 220,000;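 active = compound inhibiting the enzyme by more than half at any dose during confirmatory dose-response retesting; inconclusive = strong single-dose inhibitors picked by rank but not retested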;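 also: plate controls were full reaction with DMSO carrier for no effect and no enzyme background for full effect; strong numbers were not always called active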
PMI inhibition = human PMI inhibitors, high substrate, primary screen, biochemical, fluorescence intensity, high mannose 6-phosphate (AID 1220); recombinant PMI enzyme, coupled fluorescence intensity; higher % means a stronger effect; inhibition, % at 20 µM, or IC50 in µM where a hit was titrated; hit rate 0.66% among 190,000
PMI inhibitors = inhibitors of human PMI, primary screen, biochemical, fluorescence intensity, coupled assay (AID 1209). purified PMI enzyme, coupled fluorescence intensity; higher % means a stronger effect. one-dose inhibition, % at 20 µM; IC50 in µM for titrated hits. hit rate 0.42% among 190,000;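 also: plate controls were DMSO vehicle for no effect and wells lacking substrate for full effect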
K1F lysis inhibition = inhibition of K1F phage lysis, E. coli UTI89, bacterial capsule biogenesis inhibitors, alamar blue (AID 488966) | E. coli UTI89 K1F phage lysis, alamar blue, 2 h; higher % means a stronger effect | one-dose inhibition, % at 100 µM; IC50 in µM for titrated hits | hit rate 0.02% among 340,000;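 active = phage lysis inhibition, versus mean bacterial control, above a set limit; inconclusive = no clear call, values can overlap the other calls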;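 also: capsule biogenesis inhibitors block K1F phage lysis so surviving cells raise fluorescence; higher fluorescence means more inhibition of phage lysis; actives were called in the ten point dose series up to 300 µM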
T cell HTS = modulates CD8 T cell binding to vesicles; 2C CD8+ T cell-vesicle binding, flow cytometry; stronger effect = lower value; hit rate 0.068% among 330,000; AID 2052; calls only at 7 µM;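 active = response, share of CD8 T cells binding vesicles, and their 90th percentile fluorescence all below set limits, cut at about 80% in these data, passing the limit was not always enough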
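Material: murine 2C transgenic CD8+ T lymphocytes / Also added: QL9-peptide-loaded Drosophila micro-vesicles bearing Ld, ICAM-1 and B7-1 / Schedule: binding step 1.5 h, 37 °C, antibody labelling 20 min, ice / Signal: flow cytometry, PE anti-B7-1 (FL2) versus Alexa647 anti-CD8 (FL8), PFA-fixed / Evaluation: percent CD8+ FL2 mean versus row control / Benchmarks: naked versus QL9-loaded vesicles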
TNAP activators = human TNAP enzyme activators, primary screen, biochemical, luminescent, no phosphate acceptor, uHTS (AID 1001) | purified TNAP, luminescent activation assay, no phosphate acceptor; higher activation fold means a stronger effect | activation fold at 20 µM; hits with a dose series show EC50 in µM | hit rate 0.03% among 200,000; in the data active = activation fold from about 3, or a potency from the dose series; inactive = the rest, 99 in 100 with activation fold below about 1.6; also: many of its hits are not listed in these tables
T cell HTS vesicle-bound % = recorded beside T cell HTS, whose call it bears; double positive events, %; measured here: CD8+ vesicle-bound cell fraction;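 binding gate set so that unloaded-vesicle control wells show 10% double positive cells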
Numbers without * were called inactive; i = inactive; ? = inconclusive; . = no result given; & = joins results of further samples; [ ] = another dose, or the depositor's remark. Rule as the data show it, unless noted: active = inhibition above about 50%; inactive = the rest. Rows were taken by chance. Share with any hit: about 1.5%.

A first look (four entries):
SMILES	RSV CPE inhibition	West Nile virus CPE	P. falciparum M1AAP	M17LAP inhibition	PMI inhibition	PMI inhibitors	K1F lysis inhibition	T cell HTS	T cell HTS vesicle-bound %	TNAP activators
COCCNS(=O)(=O)c1ccc2c(c1)C(=O)c1cc(S(=O)(=O)NCCOC)ccc1-2	2.1%	1.5%	2%	2%	10%	11%	-0.5%	i	42	1.1
CCc1ccccc1N1C(=O)C2CC=CCC2C1=O (stereo not drawn)	3.2%	-0.3%	1%	-5%	9%	5%	6.5%	i	54	1.1
Cn1cccc1Cc1nnc(SCC(=O)NC2CCCC2)n1CCc1ccccc1	-2.2%	-0.2%	10%	8%	-1%	-5%	5.7%	i	30	1.2
CCSc1nnc(NC(=O)CSc2nnc(C)c(=O)n2N)s1	4.0%	-0.4%	4%	3%	4%	0%	0.6%	i	26	1.1

The listing (from the top)
SMILES	RSV CPE inhibition	West Nile virus CPE	P. falciparum M1AAP	M17LAP inhibition	PMI inhibition	PMI inhibitors	K1F lysis inhibition	T cell HTS	T cell HTS vesicle-bound %	TNAP activators
COCCNS(=O)(=O)c1ccc2c(c1)C(=O)c1cc(S(=O)(=O)NCCOC)ccc1-2	2.1%	1.5%	2%	2%	10%	11%	-0.5%	i	42	1.1
CCc1ccccc1N1C(=O)C2CC=CCC2C1=O (stereo not drawn)	3.2%	-0.3%	1%	-5%	9%	5%	6.5%	i	54	1.1
Cn1cccc1Cc1nnc(SCC(=O)NC2CCCC2)n1CCc1ccccc1	-2.2%	-0.2%	10%	8%	-1%	-5%	5.7%	i	30	1.2
CCSc1nnc(NC(=O)CSc2nnc(C)c(=O)n2N)s1	4.0%	-0.4%	4%	3%	4%	0%	0.6%	i	26	1.1
O=C(Cc1cccc2ccccc12)Nc1c(F)cccc1F	4.1%	0.5%	.	.	.	.	0.0%	i	13	.
c1cnc2c(c1)ncc1cscc12	1.6%	0.1%	5%	7%	11%	2%	-0.3%	i	62	1
CC(C)CC(=O)Nc1cccc(-c2nc3ccccc3[nH]2)c1	10%	-0.1%	4%	12%	.	.	0.1%	i	28	.
CCOC(=O)C1CCN(S(=O)(=O)c2ccc3c(c2)CC(C)N3C(=O)C2CCC2)CC1 (stereo not drawn)	1.8%	0.5%	.	.	.	.	-0.1%	i	11	.
COc1ccc(C(C(=O)NC(C)C)N(C(=O)CCC(=O)Nc2nccs2)c2ccccc2F)cc1 (stereo not drawn)	1.4%	-0.9%	.	.	8%	5%	-4.2%	i	52	1
O=C(N=C1SC2CS(=O)(=O)CC2N1Cc1ccccc1)C1CCCCC1 (stereo not drawn)	3.8%	-0.4%	.	.	.	.	0.2%	i	3	.
Cc1nc2nc(CSc3nnc(C)s3)cc(=O)n2[nH]1	2.4%	-0.4%	4%	4%	-2%	1%	1.1%&0.5%	i	21	1
COc1ccc(NC(=O)C/C(C)=N/NC(=O)COc2ccc(OC)cc2)cc1	0.6%	-0.6%	.	.	.	.	0.2%	i	6	.
O=C(CSc1nc2ccccc2c(=O)n1-c1ccc(F)c(Cl)c1)Nc1cccc(S(=O)(=O)N2CCOCC2)c1	9.4%	0.0%	4%	-4%	14%	14%	1.2%	i	60	1.1
Cn1cnnc1Sc1ccc(C(=O)OCC(=O)Nc2ccccc2)cc1[N+](=O)[O-]	-1.0%	0.2%	6%	0%	11%	17%	0.3%	i	34	1
Cc1ccc(S(=O)(=O)N2CC=C(C(=O)NCc3ccccc3)CC2)cc1	-0.3%	-0.5%	5%	9%	-5%	-3%	?	i	43	1.1
CSc1nc(O)c(N=Nc2ccc(F)cc2F)c(=O)[nH]1	0.8%	0.2%	.	.	.	.	2.7%	i	47	.
Cc1ccccc1N/N=C/c1ccc(N2CCOCC2)cc1	-1.1%	-0.5%	6%	19%	-137%	-45%	0.1%	i	57	1.2
COc1ccccc1CN(CC(=O)NCC1CCCO1)C(=O)CNS(=O)(=O)c1ccc(C)cc1 (stereo not drawn)	-0.2%	-0.1%	4%	-4%	3%	6%	1.0%	i	21	1.1
Cc1ccc(-c2cccc(NC(=O)C3C4C=CC(C4)C3C(=O)O)c2)o1 (stereo not drawn)	2.3%	-0.2%	9%	3.9µM*	-8%	-7%	0.1%	i	45	1.2
O=C(NNC(=S)Nc1ccc(Br)cc1)c1cccnc1	1.0%	-0.3%	.	.	.	.	-0.5%	i	33	.
COCc1[nH]nc2c1C(c1sccc1C)C(C#N)=C(N)O2 (stereo not drawn)	3.8%	.	8%	-4%	-2%	-6%	-2.2%	i	34	1
Cc1ccc2nc(SCC(=O)c3c[nH]c4ccccc34)[nH]c2c1	-1.3%	-0.2%	1%	1%	5%	-8%	-1.4%	i	21	1.1
O=C1NC(=O)/C(=C/c2cc3c(cc2Br)OCO3)S1	4.8%	-0.2%	.	.	.	.	1.7%	i	16	.
CS(=O)(=O)N(CC(=O)N1CCN(Cc2ccccc2)CC1)C1CCCCC1	0.5%	-1.1%	5%	-2%	-3%	-1%	0.1%	i	38	1.1
CC1=NOC(=O)/C1=C/c1ccc(O)cc1	-1.4%	1.0%	13%	67%	.	.	-3.2%	i	46	0.6

(listing goes on)
SMILES	RSV CPE inhibition	West Nile virus CPE	P. falciparum M1AAP	M17LAP inhibition	PMI inhibition	PMI inhibitors	K1F lysis inhibition	T cell HTS	T cell HTS vesicle-bound %	TNAP activators
CN(C)C(=O)c1ccc2c3c(cccc13)CC2	0.6%	0.1%	2%	-1%	-2%	-1%	0.3%	i	54	1
COc1cc(/C=N/n2c(-c3n[nH]c4c3CCC4)n[nH]c2=S)ccc1O	-1.3%	0.3%	15%	23%	.	.	-1.1%[50 µM]	i	36	.
COc1ccc(C(=O)NCCCc2nc3ccccc3n2Cc2ccccc2C)cc1OC	2.6%	-0.2%	-3%	-10%	8%	-5%	-0.9%	i	25	1
COc1ccc(NC(=O)CN2CCc3ccccc3C2)cc1S(=O)(=O)N1CCOCC1	1.1%	-0.4%	-1%	-9%	-4%	-2%	2.2%[50 µM]	i	49	1.1
COC(=O)CN(c1ccccc1F)S(=O)(=O)c1ccc(C)cc1	0.6%	0.5%	-1%	3%	10%	18%	0.0%	i	27	1
Cn1c(C(=O)NCCCN2CCN(c3cccc(Cl)c3)CC2)cc2c(=O)n(C)c3ccccc3c21	4.4%	-0.2%	1%	1%	11%	5%	5.5%	i	60	1
COC(=O)c1cc(OC)cc(O)c1C(=O)c1c(O)cc(C)cc1O	2.7%	-0.5%	-1%	9%	.	.	3.0%	i	38	.
CCc1ccc(C2C(C#N)=C(N)SC(N)=C2C#N)s1	2.0%	-0.1%	11%	3%	26%	-15%	0.0%	i	20	1
CC(C)c1ccc(NC(=O)CN2C(=O)NC3(CCCC3)C2=O)cc1	0.8%	-0.4%	.	.	.	.	0.1%	i	27	.
CC/C(C)=N/Nc1nc2sc3c(c2c(=O)[nH]1)CC(C)(C)OC3	1.5%	0.4%	12%	-124%	8%	1%	1.3%	i	11	1
CC1CN(S(=O)(=O)c2ccc(C(=O)NN3CCN(C)CC3)cc2)CC(C)O1 (stereo not drawn)	4.8%	0.8%	1%	7%	-2%	1%	1.7%	i	60	1
C=CCN(C(=O)c1csnn1)C(C(=O)NC1CCCC1)c1c(F)cccc1Cl (stereo not drawn)	1.3%	0.7%	.	.	.	.	-1.8%	i	49	.
Cc1ccnc(NC(=O)Cc2c(F)cccc2Cl)c1	-0.3%	0.3%	.	.	.	.	0.5%	i	56	.
Cc1cc(C)n(C(C)CC(=O)Nc2ccc(-c3ccno3)cc2)n1 (stereo not drawn)	0.3%	0.4%	.	.	.	.	0.1%	i	7	.
CCc1nnc(NC(=O)CSc2nc3c([nH]c4ccccc43)c(=O)n2CCOC)s1	2.7%	0.1%	.	.	.	.	0.0%	i	9	.
CC(=O)Nc1cc2c(cc1[N+](=O)[O-])OCCO2	2.6%	-0.3%	6%	8%	2%	-11%	-0.1%	i	3	1.1
O=C(Cn1nnc2ccccc21)C1CC1	-0.1%	0.3%	3%	7%	-6%	0%	0.1%	i	57	1.1
COc1cc(NC(=O)c2cccnc2SC)cc(OC)c1OC	-1.7%	0.3%	7%	2%	-3%	-1%	-1.2%	i	65	1
CC(c1ccccc1)n1c(-c2ccccc2F)n[nH]c1=S (stereo not drawn)	1.4%	-0.6%	.	.	.	.	0.2%	i	60	.
COc1ccc(CCNC(=O)CC(C)(C)CC2=NS(=O)(=O)c3ccccc3N2)cc1OC	1.9%	-0.2%	.	.	.	.	0.5%	i	8	.
Cc1cc(C)nc(-n2nc(C)cc2NC(=O)CNC2CCCCC2)n1	1.6%	-0.3%	5%	-7%	-6%	-6%	-0.4%	i	55	0.9
C[N+](C)(C)CCCN(Cc1ccc2c(c1)OCO2)C(=O)NC1CCCCC1	0.9%	1.0%	18%	3%	.	.	0.2%	i	32	.
Cc1nn(S(=O)(=O)c2cccs2)c(C)c1Sc1ccc([N+](=O)[O-])cc1	?	-0.2%	7%	-11%	8%	12%	1.1%	i	57	1.1
CCCn1cc(CN2CCC(N3CCC(C(=O)N4CCOCC4)CC3)CC2)c(C)n1	2.1%	0.0%	0%	11%	.	.	0.2%	i	20	.
S=C(NCCCn1ccnc1)Nc1ccc(Cl)cc1Cl	0.4%	-0.6%	16%	14%	1%	6%	0.5%	i	34	1
Cc1ccc(-c2cc(C(=O)OCC(=O)N(C)C3CCS(=O)(=O)C3)c3ccccc3n2)o1 (stereo not drawn)	-0.4%	-0.1%	5%	-3%	-48%	-38%	0.3%	i	37	1.1
CCCc1sc(N/N=C/c2ccccn2)nc1-c1ccc(Br)cc1	12%	2.1%	3%	11%	11%	16%	4.6%	i	36	1.2
Nc1cc(-c2cccc([N+](=O)[O-])c2)[nH]n1	2.9%	-0.3%	15%	10%	16%	19%	0.1%	i	20	1
O=C(C1CC1)N1N=C(c2ccc(Cl)cc2)CC1(O)C(F)(F)F (stereo not drawn)	1.9%	-1.2%	.	.	.	.	0.2%	i	59	.
COc1ccccc1CNC(=O)CSc1ccc(-c2ccncc2)nn1	0.3%	-1.0%	1%	13%	4%	1%	-1.3%[50 µM]	i	51	0.9

Source: PubChem BioAssay
